# High-throughput results: PubChem, several laboratories
# OX1R antag-1 – antagonists of human orexin 1 receptor (OX1R); AID 485270; hit rate 1.8% among 330,000; OX1R-expressing cells, FRET antagonist read-out; inhibition, % at 6.6 µM; in the data active = inhibition mostly above about 38%, no sharp cut-off; inactive = mostly below about 40%;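 also: 0% = agonist challenge alone and 100% = reference antagonist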
# Target sequence (O43613 whole entry, looked up): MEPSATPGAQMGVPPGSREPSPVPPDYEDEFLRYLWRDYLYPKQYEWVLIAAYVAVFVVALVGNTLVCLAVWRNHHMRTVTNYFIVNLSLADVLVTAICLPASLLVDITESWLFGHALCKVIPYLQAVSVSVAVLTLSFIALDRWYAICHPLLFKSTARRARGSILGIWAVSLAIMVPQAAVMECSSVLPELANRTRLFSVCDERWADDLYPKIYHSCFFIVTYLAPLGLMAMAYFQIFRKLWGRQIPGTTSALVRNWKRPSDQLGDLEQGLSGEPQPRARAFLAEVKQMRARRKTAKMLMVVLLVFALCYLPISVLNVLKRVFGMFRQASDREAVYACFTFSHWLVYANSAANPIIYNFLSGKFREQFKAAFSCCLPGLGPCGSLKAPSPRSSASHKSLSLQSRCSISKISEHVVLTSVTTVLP
# OX1R antag-2 – blocks the human orexin 1 receptor | AID 434989 | hit rate 0.43% among 330,000 | inhibition, % at 5 µM | CHO/OX1R cells, Fluo-8 calcium fluorescence, orexin A;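 active = inhibition above its plate's threshold, mean inhibition of all tested compounds on the plate plus 3 SD, cut at about 37% in these data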;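 also: 0% = orexin A challenge wells and 100% = SB-334867-A antagonist wells; not every result past the cut was called active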
# STK33 inh – inhibitors of human STK33 kinase. Q9BYT3. AID 2661. inhibition, % at 10 µM. purified STK33, MBP phosphorylation, ADP-Glo luminescence. hit rate 0.073% among 320,000;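 active = inhibition at or above 25%, using the most active replicate where run in duplicate; inactive = inhibition below 25%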
# Target sequence (Q9BYT3 whole entry, looked up): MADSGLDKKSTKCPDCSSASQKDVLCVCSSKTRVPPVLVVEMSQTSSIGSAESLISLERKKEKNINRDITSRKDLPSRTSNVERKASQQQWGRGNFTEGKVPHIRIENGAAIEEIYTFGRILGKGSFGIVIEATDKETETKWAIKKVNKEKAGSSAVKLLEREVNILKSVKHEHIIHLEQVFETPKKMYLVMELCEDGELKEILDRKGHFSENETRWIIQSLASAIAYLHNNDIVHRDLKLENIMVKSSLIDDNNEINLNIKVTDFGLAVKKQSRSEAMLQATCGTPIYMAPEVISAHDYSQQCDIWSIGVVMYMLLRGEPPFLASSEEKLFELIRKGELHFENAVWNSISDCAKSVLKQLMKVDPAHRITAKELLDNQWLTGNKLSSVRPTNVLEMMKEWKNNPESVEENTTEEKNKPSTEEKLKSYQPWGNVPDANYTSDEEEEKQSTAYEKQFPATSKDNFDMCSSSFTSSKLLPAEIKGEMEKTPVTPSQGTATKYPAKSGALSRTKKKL
# * = called active by the depositor; nt = no result given.
# The line under a structure holds: OX1R antag-1, OX1R antag-2, STK33 inh
> C=Cn1ccnc1CC(O)c1ccc(OC)cc1 (stereo not given)
→ 9, -14, -1.3
> CC1CCCCC1NC(=O)c1cccc(N2C(=O)C3C4C=CC(C4)C3C2=O)c1 (stereo not given)
→ 8, -24, -1.6
> COc1ccc(C(=O)NNC(=O)C2CC=CCC2)cc1 (stereo not given)
→ 2, -14, -0.7
> CCCCCCSc1cccc(-c2nc3ccccn3c2NCc2ccccc2)c1
→ 15, -7, -0.7
> CCOc1cc(-c2ccccc2)nc(N)n1
→ 2, -4, -0.3
> Cc1cc(S(=O)(=O)N(C)CCc2ccccc2)ccc1-n1cnnn1
→ 14, -13, -0.5
> Cn1c(SCC(=O)N2CCOCC2)nnc1-c1ccc(NC(=O)c2ccccc2F)cc1
→ 3, -8, -2.4
> Cc1ccc(SCCNC(=O)/C=C/c2ccccc2Cl)cc1
→ 42, -16, -0.6
> CCn1cc(S(=O)(=O)Nc2ccc(Cl)cc2F)cn1
→ 39, -23, -1.1
> COc1cccc(/C=N/NC(=S)Nc2cccc(S(=O)(=O)N(C)C)c2)c1
→ 15, -17, -0.5
> CCc1ccc(Nc2n[n+](-c3ccccc3)c(-c3ccc(C(=O)O)cc3)s2)cc1
→ 6, 10, -0.1
> COc1ccc2[nH]c(=O)c(C(c3nnnn3C3CCCC3)N3CCN(Cc4ccc5c(c4)OCO5)CC3)cc2c1 (stereo not given)
→ 6, -38, 1.1
> Cc1ccc(C)c(-c2nnc(NC(=O)c3ccco3)o2)c1
→ 4, -1, -3.8
> Nc1c(Cl)ncnc1N1CCN(c2ncnc(Cl)c2N)CC1
→ 12, 6, 0.5
> COCn1c(-c2cccc(Br)c2)nc2ccccc21
→ 33, -33, -0.4
> COC(=O)c1ccc(OCCN2C3=NCCN3c3ccccc32)cc1
→ 8, -14, -0.6
> CCOC(=O)NC1(C(F)(F)F)C(=O)N(Cc2ccccc2)C2=C1C(=O)CC(C)(C)C2 (stereo not given)
→ 0, -3, -1.9
> Cc1cc(CNC(=O)c2cccc(OC3CCN(S(=O)(=O)N(C)C)CC3)c2)on1
→ 34, -30, -1.2
> Cc1cc(CC(C)C)n(-c2nc3ccccc3c(=O)n2OCC(N)=O)n1
→ 3, -13, -0.4
> O=C(NCC(c1ccco1)N1CCN(c2ccccc2)CC1)c1ccc2c(c1)OCO2 (stereo not given)
→ 25, -33, 1.4
> O=C(N/N=C\c1ccc(-c2ccccc2[N+](=O)[O-])o1)C1COc2cc3ccccc3cc2O1 (stereo not given)
→ 10, -22, 0.4
> Cc1ccc(C)c(S(=O)(=O)Nc2ccc(C(=O)NCCCN3CCOCC3)cc2)c1
→ 6, 4, -2.1
> Cc1ccc(C(=O)OCC(=O)NC(=O)c2cccn2C)cc1[N+](=O)[O-]
→ 2, -3, -0.3
> Cc1c(Br)c([N+](=O)[O-])nn1CC(=O)NCc1ccccn1
→ 11, 3, -1.7
> CCOC(=O)CSc1ncnc2c1cnn2-c1ccc(C)cc1C
→ 7, -10, -0.9
> Cc1nc2ccc(N)cc2c(=O)n1Cc1ccc(Cl)cc1
→ 11, -22, 3.8
> Cc1cccc(Nc2ccc3nonc3c2[N+](=O)[O-])c1C
→ 8, 5, -1.9
> OCCC1CN(Cc2cnc(-c3ccc(Cl)cc3)nc2)CCN1C1CCCCC1 (stereo not given)
→ 9, -17, -0.3
> CCOc1cccc(-c2c(C(=O)N/N=C/c3ccoc3)nnn2-c2nonc2N)c1
→ 9, -3, 0.8
> Cc1cc(C(=O)NCC(=O)Nc2c(C)cccc2C)c(C)o1
→ 25, -3, -1.1

# Seven of these compounds in a different format:
OX1R antag-1 | OX1R antag-2 | STK33 inh | Molecule
39 | -23 | -1.1 | CCn1cc(S(=O)(=O)Nc2ccc(Cl)cc2F)cn1
6 | -38 | 1.1 | COc1ccc2[nH]c(=O)c(C(c3nnnn3C3CCCC3)N3CCN(Cc4ccc5c(c4)OCO5)CC3)cc2c1 (stereo not given)
42 | -16 | -0.6 | Cc1ccc(SCCNC(=O)/C=C/c2ccccc2Cl)cc1
15 | -7 | -0.7 | CCCCCCSc1cccc(-c2nc3ccccn3c2NCc2ccccc2)c1
9 | -14 | -1.3 | C=Cn1ccnc1CC(O)c1ccc(OC)cc1 (stereo not given)
8 | 5 | -1.9 | Cc1cccc(Nc2ccc3nonc3c2[N+](=O)[O-])c1C
6 | 10 | -0.1 | CCc1ccc(Nc2n[n+](-c3ccccc3)c(-c3ccc(C(=O)O)cc3)s2)cc1

# Additional entries
# The line under a structure holds: OX1R antag-1, OX1R antag-2, STK33 inh
> CCOC(=O)c1sc(N)nc1C(C)C
→ 25, -13, 0.0
> COc1cccc(CN(C)C(=O)c2csc3c2CCCC3)c1OC
→ 31, -22, -0.5
> CC(=O)c1ccc(OCCCC(=O)NC2CCCc3ccccc32)cc1 (stereo not given)
→ 13, -30, -1.0
> CCOC(=O)Nc1ccccc1N1C(=O)c2ccccc2C1=O
→ 13, -12, -1.2
> COc1cc(C(C)=O)ccc1OCC(=O)Nc1ccc(Cl)c(S(=O)(=O)N2CCOCC2)c1
→ 11, -5, 1.5
> Cn1cc(Br)c(C(=O)NN2C(=O)C3C(C2=O)C2C=CC3C23CC3)n1 (stereo not given)
→ 6, -9, -0.8
> O=C(NCCCN1CCOCC1)c1cnccn1
→ 8, -12, -0.4
> Cc1cccc(-c2cc3nc(-c4ccccc4)cc(=O)n3[nH]2)c1
→ 5, -4, -0.9
> CN(C)c1cc[n+](CC(=O)N2c3ccccc3Sc3ccccc32)cc1
→ 7, -19, -1.4
> Cc1csc2c(=O)sc(NC(=O)c3cccs3)nc12
→ 0, -13, -1.7
> CCOCc1c(C(=O)NCC(c2ccco2)N2CCCC2)oc2ccccc12 (stereo not given)
→ 6, -39, 0.1
> COc1ncnc(-c2ccccc2)c1-c1ccccc1
→ 17, -6, -0.1
> CCOc1cc(C(=S)N2CCOCC2)ccc1OS(=O)(=O)c1ccc(OC)cc1
→ 26, -10, 1.2
> O=[N+]([O-])c1cc(Cl)c2cccnc2c1O
→ 34, -4, -1.4
> CCOC(=O)C1CCC(CN(Cc2ccccc2)S(=O)(=O)c2ccc([N+](=O)[O-])cc2)CC1 (stereo not given)
→ 12, -5, -1.1
> CC1CCN(C(=S)NC2CC3CCC2C3)CC1 (stereo not given)
→ 13, -16, 0.5
> COc1ccc(CCNC(=O)C2CCN(S(C)(=O)=O)CC2)cc1OC
→ 22, 2, -1.2
> COc1ccc2c(c1)[nH]c1c(=O)n(CCc3cnc[nH]3)cnc12
→ 23, -32, 0.8
> CC(=O)NC12CC3CC(C1)CC(C(=O)N(C)CC(=O)Nc1ccc(F)c(F)c1F)(C3)C2
→ 2, -13, -0.9
> N#CC(=C1CCCC1)c1nc(-c2ccc(Cl)cc2)cs1
→ 20, -24, -3.4
> COc1ccc(NS(=O)(=O)c2cc(NC(=O)c3ccc(=O)[nH]c3)ccc2N2CCOCC2)cc1
→ 10, -14, 0.3
> O=C(CSc1nnc(C2CC2)n1-c1ccccc1)NCCc1ccccc1
→ 13, -12, -4.2
> COc1ccc(OCCCC(=O)OC(C)C(=O)Nc2ccccc2[N+](=O)[O-])cc1 (stereo not given)
→ 29, -36, 0.7
> O=C1c2ccccc2C(=O)N1CCSc1nncs1
→ 8, 0, -2.1
> COC(=O)c1oc2ccc(Br)cc2c1NC(=O)CN1CCN(C)CC1
→ 22, -20, -0.6
> COc1ccc(S(=O)(=O)N2CCCCC2)cc1NC(=O)Cc1sc(C)nc1-c1ccc(F)cc1
→ 14, -28, nt
> Cc1nc2c(-c3ccccc3)c(C)nn2c(C)c1CC(=O)O
→ 14, 12, -1.8
> CC(NC(=O)/C(C#N)=C/c1ccc(N2CCOCC2)cc1)c1ccccc1 (stereo not given)
→ 23, -21, 0.2
> CCN(CC)c1ccc(N=Nc2ncn[nH]2)cc1
→ 139*, -20, -0.1
> Cc1ccc(NC(=O)c2sc3nc4c(c(-c5ccco5)c3c2N)CCC4)cc1
→ 32, -11, -2.3

# Structures listed above shown as hits in OX1R antag-1:
# The line under a structure holds: OX1R antag-1, OX1R antag-2, STK33 inh
> CCN(CC)c1ccc(N=Nc2ncn[nH]2)cc1
→ 139*, -20, -0.1

# Continued.
# The line under a structure holds: OX1R antag-1, OX1R antag-2, STK33 inh
> CC(=O)c1ccc(S(=O)(=O)NCCC(=O)NCCc2c[nH]c3ccccc23)cc1
→ 8, 3, 0.4
> O=C(O)CC1CCC(=C(Cl)Cl)C1 (stereo not given)
→ 6, -5, -1.8
> O=C(N/N=C\c1ccc(CN(Cc2ccc(Cl)cc2)S(=O)(=O)c2ccccc2)o1)C(=O)Nc1ccc(F)cc1
→ -6, -33, 0.8
> Cc1cc2cc(C)c(NCCNC(=O)c3ccccc3)nc2cc1C
→ 17, -30, -0.4
> COc1ccc(CN(C)C(=O)c2cccc(S(=O)(=O)N3CCc4ccccc43)c2)c(OC)c1
→ 17, -9, -0.8
> CCCCOc1ccc(Cc2c(O)nc(SC)[nH]c2=O)cc1
→ 8, -10, -1.0
> CCOC(=O)NC(=O)CSc1nc(-c2ccc(C)c(C)c2)cn1-c1ccccc1
→ 10, -31, 0.9
> CC1(C)CC(=O)N(CC(=O)NCc2ccccc2)c2ccccc2S1(=O)=O
→ 25, -4, 0.9
> COC(=O)C(Cc1ccccc1)NS(=O)(=O)c1ccccc1Br (stereo not given)
→ 16, -16, -0.2
> Cc1cccc(CCNC(=O)C2CCC(=O)N(Cc3ccc(Cl)cc3)C2)n1 (stereo not given)
→ 17, -21, -0.9
> O=C(COc1ccc2c(-c3ccccc3)cc(=O)oc2c1)NCC1CCC(C(=O)O)CC1 (stereo not given)
→ 14, 3, -1.1
> CC(=O)c1cc(NC(=O)c2ccc(C)cc2)c(=O)oc1C
→ 25, -20, -0.2
> Cc1ccccc1N1CC(C(=O)N2CCCCCC2)CC1=O (stereo not given)
→ 22, -21, -1.7
> CCOc1ccc(CN2C(=O)c3ccccc3Sc3ccc(C(=O)NCCCN4CCOCC4)cc32)cc1
→ 12, 2, -2.4
> CCCNc1nc(Nc2ccc(C)c(Cl)c2)c2cnn(C)c2n1
→ 3, -31, -0.3
> COC(=O)/C=C1\NC(=O)C(C)S1 (stereo not given)
→ 18, -34, -0.5
> CC(=O)N/C(=C\c1ccccc1)C(=O)OCC(=O)N1CCCCCC1
→ 8, -15, -1.2
> O=S(=O)(/N=C(/Nc1cccc2ccccc12)c1ccccc1)c1ccccc1
→ 27, -29, -0.7
> Nc1nc(-c2ccc(C(=O)O)cc2)cs1
→ 6, -9, 2.5
> S=C(NCc1cccnc1)Nc1cc(Cl)cc(Cl)c1
→ 2, 0, -2.0
> CCOC(=O)N1CCN(C(=O)CN(c2cccc(OC)c2)S(C)(=O)=O)CC1
→ 4, -14, 0.9
> O=C(CCSCCc1ccccn1)Nc1ccccn1
→ 14, -24, -0.9
> COc1cc(C(=O)Nc2ccc(-n3cnnn3)c(C)c2)cc(OC)c1OC
→ 6, -3, -2.8
> COC(=O)C1=C(C)N(C)C(C)=C(C(=O)OC)C1c1ccc(F)c(Br)c1
→ -1, -10, 0.0
> Cc1cccc(C)c1NC(=O)CSc1nc(C2CC2)nc2ccccc12
→ 8, -37, -0.2
> O=C1OCc2ccc(NC(=O)c3c(F)cccc3Cl)cc21
→ 23, -1, -0.3
> COC(=O)c1cc(NC(=O)c2ccccc2F)cc(C(=O)OC)c1
→ 14, -28, 2.8
> COc1ccc(S(=O)(=O)N2CCCCCC2)cc1C(=O)N(C)Cc1cccs1
→ 21, -12, -1.3
> Cc1occc1C(=O)N/N=C/c1ccccn1
→ 5, -5, 1.5
> Cc1ccnc2ccc(-c3nc4ccccc4o3)cc12
→ 92*, 41*, 0.8

# As a working copy, 2 of the compounds above.
# The line under a structure holds: OX1R antag-1, OX1R antag-2, STK33 inh
> CC(=O)c1ccc(S(=O)(=O)NCCC(=O)NCCc2c[nH]c3ccccc23)cc1
→ 8, 3, 0.4
> O=C(O)CC1CCC(=C(Cl)Cl)C1 (stereo not given)
→ 6, -5, -1.8

# Remaining list, next part:
# The line under a structure holds: OX1R antag-1, OX1R antag-2, STK33 inh
> Cc1ccc(N2CCN(CC(O)COc3ccc([N+](=O)[O-])cc3)CC2)cc1 (stereo not given)
→ 19, -43, -2.2
> N#Cc1c(NC(=O)c2ccc([N+](=O)[O-])o2)sc2c1CCC2
→ 60, -7, 2.6
> O=C(Nc1ccc(F)cc1)c1oc2ccccc2c1NC(=O)C1CCCC1
→ 11, -50, -1.9
> O=C(NNC(=O)c1ccccc1-n1cccc1)c1ccccc1
→ 13, -8, 0.3
> COc1ccc2[nH]c(=O)c(-c3nnn(-c4ccc(Cl)c(Cl)c4)n3)cc2c1
→ 17, -13, 0.8
> CC(C)(C)OC(=O)CNC(=O)c1nc[nH]c1C(=O)N1CCc2ccccc2C1
→ 6, -14, 1.6
> COc1ccc(Cl)cc1NC(=O)c1[nH]c(C)c(C(C)=O)c1C
→ 5, -10, -0.1
> N#CCOC(=O)C1CCN(S(=O)(=O)c2ccc3c(c2)OCCO3)CC1
→ 7, -4, -1.3
> CN(C)S(=O)(=O)c1cccc(C(=O)OCC(=O)N2c3ccccc3NC(=O)C2(C)C)c1
→ 14, -17, 0.8
> CCCCNC(=O)c1onc(CS(=O)(=O)c2ccccn2)c1C(=O)NCCCC
→ 43, -24, 2.3
> CCCC(=O)Nc1ccc2oc(-c3ccc(OC)c(Br)c3)nc2c1
→ 17, -56, -2.0
> Cc1ccc2nc3c(cc(C(=O)NCCN4CCOCC4)c(=N)n3CCCN3CCOCC3)c(=O)n2c1
→ 71*, 4, -1.4
> Cc1ccc(CNC(=O)c2ccc(Cn3cc(-c4ccc(C)cc4)nc3-c3ccncc3)cc2)cc1
→ 37, 1, -1.3
> CC(=O)c1sc(-c2cccc(Cl)c2)nc1C
→ 21, -3, -2.4
